DUSP3 inh: blocks human VHR1 dual specificity phosphatase; P51452; recombinant VHR phosphatase, pNPP absorbance; inhibition, % at 13.3 µM; hit rate 0.52% among 290,000; AID 1654; in the data active = inhibition above about 50%; also: some compounds called inactive have numbers as strong as hits
Target sequence (P51452 whole entry, looked up): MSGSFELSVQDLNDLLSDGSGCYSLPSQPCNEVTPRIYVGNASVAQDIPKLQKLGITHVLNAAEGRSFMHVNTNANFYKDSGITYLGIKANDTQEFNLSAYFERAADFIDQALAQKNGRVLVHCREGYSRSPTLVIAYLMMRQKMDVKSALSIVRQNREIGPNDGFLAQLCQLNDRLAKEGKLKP
TcdB inh: inhibitors of Clostridioides difficile toxin B glycohydrolase; P18177; TcdB glycohydrolase enzymatic assay, plate reader; inhibition, % at 9.99 µM; hit rate 0.24% among 350,000; AID 652162; in the data active = inhibition above about 10%
Yp Topo-I inh: blocks Yersinia pestis topoisomerase I activity; hit rate 0.064% among 360,000; activity, % at 10 µM; AID 504884; Y. pestis Topo-I cleavage product accumulation, plate reader; in the data active = activity above about 50%, passing the limit was not always enough; also: inactives centre near 2
PfHsp40 yeast: restores yeast growth despite PfHsp40 toxicity; S. cerevisiae expressing PfHsp40, growth rescue, ATP luminescence; hit rate 0.68% among 340,000; AID 504582; growth rescue, % at 12.5 µM; in the data active = growth rescue above about 28%, passing the limit was not always enough;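 also: yeast W303a lacking pdr1 and pdr3 grown in galactose medium; growth measured after three days at 30 °C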
Rv3671c inh: inhibitors of M. tuberculosis serine protease Rv3671c. AID 2606. inhibition, % at 5.96 µM. hit rate 0.048% among 320,000; in the data active = inhibition above about 38%;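 also: extracellular domain of Rv3671c used as enzyme; 0% = enzyme with DMSO and 100% = no enzyme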
Vc quorum ag: inducers of Vibrio cholerae quorum light production without autoinducers. V. cholerae BH1578 lux reporter, luminescence, 6 h. activation, % at 18.7 µM. hit rate 0.16% among 350,000; in the data active = activation mostly above about 9.7%, no sharp cut-off; also: not every result past the cut was called active; inactives centre near 0; reference of the scale not given here
SSB-PriA inh: blocks PriA binding to SSB C-terminal tail | hit rate 0.6% among 430,000 | AlphaScreen SSBct-PriA binding, biotinylated peptide | inhibition, % at 33 µM; in the data active = inhibition mostly above about 37%, no sharp cut-off; inactive = mostly below about 20%;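 also: plate controls were negative control peptide for no effect and reference peptide for full effect; strong numbers were not always called active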
MazF activator: activators of E. coli MazEF toxin-antitoxin RNase; P0AE70; FAM/BHQ RNA-DNA oligo cleavage fluorescence, 5 h; activation, % at 20 µM; hit rate 0.32% among 350,000; AID 504720; in the data active = activation above about 50%
Target sequence (P0AE70 whole entry, looked up): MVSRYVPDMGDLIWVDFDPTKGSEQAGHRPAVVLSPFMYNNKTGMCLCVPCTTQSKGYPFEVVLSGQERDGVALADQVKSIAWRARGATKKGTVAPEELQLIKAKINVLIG
Anthrax LF prot: anthrax lethal factor protease inhibition; multiplex microsphere protease cleavage assay, LF; inhibition, % at 10 µM; hit rate 0.12% among 360,000; AID 588501; in the data active = inhibition above about 30%; also: plate controls were buffer without enzyme for full effect and enzyme alone for no effect
Target sequence (P15917 whole entry, looked up): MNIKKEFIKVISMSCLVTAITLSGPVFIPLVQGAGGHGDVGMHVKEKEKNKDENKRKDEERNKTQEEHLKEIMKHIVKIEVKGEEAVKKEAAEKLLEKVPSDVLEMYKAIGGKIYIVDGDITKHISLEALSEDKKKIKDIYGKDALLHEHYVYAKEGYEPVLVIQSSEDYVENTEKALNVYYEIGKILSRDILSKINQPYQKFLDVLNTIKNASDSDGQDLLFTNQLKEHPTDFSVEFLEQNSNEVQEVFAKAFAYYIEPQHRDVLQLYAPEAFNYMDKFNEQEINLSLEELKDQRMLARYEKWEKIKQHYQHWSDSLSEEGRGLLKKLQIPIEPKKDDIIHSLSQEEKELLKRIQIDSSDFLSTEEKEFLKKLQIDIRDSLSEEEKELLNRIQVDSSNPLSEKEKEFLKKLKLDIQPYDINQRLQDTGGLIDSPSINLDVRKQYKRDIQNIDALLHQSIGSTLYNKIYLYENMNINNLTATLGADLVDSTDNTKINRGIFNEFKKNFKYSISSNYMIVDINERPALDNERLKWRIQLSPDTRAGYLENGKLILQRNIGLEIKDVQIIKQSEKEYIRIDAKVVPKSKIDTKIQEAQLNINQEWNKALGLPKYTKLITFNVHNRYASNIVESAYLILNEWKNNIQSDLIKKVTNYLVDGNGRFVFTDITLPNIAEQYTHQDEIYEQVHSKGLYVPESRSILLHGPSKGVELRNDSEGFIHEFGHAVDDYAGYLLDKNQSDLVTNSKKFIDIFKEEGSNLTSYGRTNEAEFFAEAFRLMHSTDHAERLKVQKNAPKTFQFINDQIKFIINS
3CLpro inhibitor: SARS-CoV 3CLpro protease inhibition; hit rate 0.14% among 290,000; inhibition, % at 6 µM; recombinant SARS-CoV 3CLpro, quenched FRET peptide cleavage; P0C6X7; in the data active = inhibition above about 12%
Starred values were filed as active, the others as inactive; & = joins results of further samples. Not all compounds are listed, so the mix of outcomes need not match the whole.

O=C(C1CCN(S(=O)(=O)N2CCOCC2)CC1)N1CCN(c2ccc(F)cc2)CC1 was read as DUSP3 inh -20, TcdB inh -2.1, Yp Topo-I inh -2, PfHsp40 yeast 0.2, Rv3671c inh 3, Vc quorum ag -0.3, SSB-PriA inh -8, MazF activator 6, Anthrax LF prot 1 and 3CLpro inhibitor -1.
O=C(C[n+]1ccccc1)Nc1ccc(Cl)c([N+](=O)[O-])c1 was read as DUSP3 inh 6, TcdB inh 0.3, Yp Topo-I inh -12, PfHsp40 yeast 0.2, Rv3671c inh -1, Vc quorum ag inactive, SSB-PriA inh -15, MazF activator 6, Anthrax LF prot 3 and 3CLpro inhibitor -2.
O=C(NCCc1ccccc1)c1cc(-c2ccco2)on1 was read as DUSP3 inh 13, TcdB inh -8.2, Yp Topo-I inh 2, PfHsp40 yeast 0.0, Rv3671c inh -8, Vc quorum ag -0.4, SSB-PriA inh -11, MazF activator -8, Anthrax LF prot 1 and 3CLpro inhibitor 3.
For CCOC(=O)C1=C(COC(=O)c2nc(Cl)ccc2Cl)NC(=O)NC1C (stereo unspecified) the results were TcdB inh 2.5, Yp Topo-I inh 1, Vc quorum ag inactive, SSB-PriA inh -7, MazF activator 10 and Anthrax LF prot -3.
CCOC(=O)c1cc2c(=Cc3ccc(N(C)C)cc3)c3ccccc3n2[n+]1C was read as TcdB inh 3.3, Yp Topo-I inh -41, PfHsp40 yeast 284*, Vc quorum ag -0.8, SSB-PriA inh 34, MazF activator 36 and Anthrax LF prot -28.
Cc1c(P(=S)(c2ccccc2)c2ccccc2)[n+]2ccccc2n1C was read as DUSP3 inh -6, TcdB inh 0.9&1.0, Yp Topo-I inh -5&3, PfHsp40 yeast -1.1, Vc quorum ag -0.4, SSB-PriA inh 1, MazF activator 8, Anthrax LF prot -7&-1 and 3CLpro inhibitor -1.
Screening Cn1ccc(C(=O)OCC(=O)Nc2ccccc2)n1 returned DUSP3 inh 25, TcdB inh -0.9, Yp Topo-I inh -3, PfHsp40 yeast 0.8, Vc quorum ag -0.3, SSB-PriA inh -10, MazF activator -26, Anthrax LF prot -3 and 3CLpro inhibitor 0.
`Cn1cccc1-c1nc2ccccc2n1Cc1ccccc1` gave DUSP3 inh -16, Yp Topo-I inh 31, PfHsp40 yeast -1.7, Rv3671c inh -2, Vc quorum ag inactive, SSB-PriA inh 34, MazF activator -5, Anthrax LF prot -6 and 3CLpro inhibitor -2.
`Cc1ccc(C2(c3ccccc3)NC(=O)N(CC(=O)NCc3ccccc3)C2=O)cc1C` (stereo unspecified) gave TcdB inh -3.1, Yp Topo-I inh 22, PfHsp40 yeast -0.2, Rv3671c inh -23, Vc quorum ag -1.6, SSB-PriA inh -4, MazF activator -1 and Anthrax LF prot -8.
O=S(=O)(NCC1CCCO1)c1ccc(S(=O)(=O)N(Cc2ccc(F)cc2)Cc2ccccn2)cc1 (stereo unspecified) was read as DUSP3 inh 4, Yp Topo-I inh 27, PfHsp40 yeast 0.7, Rv3671c inh 5, Vc quorum ag inactive, SSB-PriA inh 3, MazF activator 4, Anthrax LF prot -1 and 3CLpro inhibitor 4.
Cc1ccc(-c2nnc3ccc(SCC(=O)N4CCCc5ccccc54)nn23)cc1 was read as DUSP3 inh 12, Yp Topo-I inh 19, PfHsp40 yeast -1.7, Rv3671c inh 1, Vc quorum ag -0.2, SSB-PriA inh -9, MazF activator 6, Anthrax LF prot -2 and 3CLpro inhibitor 2.
Cn1cnc(S(=O)(=O)Nc2ccc3c(c2)OCCO3)c1 was read as DUSP3 inh 21, TcdB inh -1.1, Yp Topo-I inh 11, PfHsp40 yeast 1.1, Rv3671c inh -6, Vc quorum ag -0.4, SSB-PriA inh -8, MazF activator 6, Anthrax LF prot -3 and 3CLpro inhibitor 2.
Screening Cc1ccc(C)c(-c2nc3cc(N)ccc3o2)c1 returned DUSP3 inh -5, Yp Topo-I inh -4, PfHsp40 yeast 0.4, Rv3671c inh 1, Vc quorum ag -0.2, SSB-PriA inh -16, MazF activator 6, Anthrax LF prot -5 and 3CLpro inhibitor -3.
`COc1ccc(/C=N/NC(=O)COc2ccccc2-c2ccccc2)cc1` gave DUSP3 inh -2, TcdB inh 2.3, Yp Topo-I inh 31, PfHsp40 yeast 4.3, Rv3671c inh -14, Vc quorum ag inactive, MazF activator -5, Anthrax LF prot 3 and 3CLpro inhibitor 9.
O=C(Cn1nc(C(=O)O)c2ccccc2c1=O)Nc1cc(Cl)ccc1-n1cncn1 was read as TcdB inh 0.1, Yp Topo-I inh 6, PfHsp40 yeast 0.1, Rv3671c inh 2, Vc quorum ag -0.9, SSB-PriA inh 1, MazF activator -13 and Anthrax LF prot -3.
Screening O=[N+]([O-])c1ccc(CN2CCSCC2)cc1 returned DUSP3 inh 19, TcdB inh -0.2, Yp Topo-I inh 10, PfHsp40 yeast -0.6, Rv3671c inh 7, Vc quorum ag 1.4, SSB-PriA inh -2, MazF activator 7, Anthrax LF prot 5 and 3CLpro inhibitor 6.
`CC(C)(C)c1nc(N2CCN(C(=O)c3ccco3)CC2)c2nnn(Cc3ccccc3Cl)c2n1` gave DUSP3 inh 18, TcdB inh 0.6, Yp Topo-I inh 2, PfHsp40 yeast 0.0, Rv3671c inh -6, Vc quorum ag inactive, SSB-PriA inh 14, MazF activator -2, Anthrax LF prot -3 and 3CLpro inhibitor 5.
`C=CCC[C@H](Cc1ccc(F)cc1)C(=O)OC[C@@H](NC(=O)[C@H](CC=C)CC(=O)NCCO)C(C)(C)C` gave TcdB inh -1.0, Yp Topo-I inh 15, PfHsp40 yeast 1.1, Rv3671c inh -1, Vc quorum ag inactive, SSB-PriA inh -6, MazF activator 9 and Anthrax LF prot 0.
For CCC(=NCCCN(CC)CC)c1c(O)n(-c2ccccc2)c(=O)[nH]c1=O the results were DUSP3 inh 21, Yp Topo-I inh -2, PfHsp40 yeast -1.2, Rv3671c inh -8, Vc quorum ag inactive, SSB-PriA inh -2, MazF activator 3, Anthrax LF prot 1 and 3CLpro inhibitor -1.
Screening N#Cc1cnn2c1nc(N1CCCCC1)c1ccccc12 returned DUSP3 inh 19, Yp Topo-I inh 6, PfHsp40 yeast 0.1, Rv3671c inh 0, Vc quorum ag -0.2, SSB-PriA inh -8, MazF activator -10 and 3CLpro inhibitor 1.
For OCC1(Cc2ccccc2)CCN(C2CCN(c3ccccc3F)CC2)CC1 the results were DUSP3 inh 26, TcdB inh 0.3, Yp Topo-I inh -4, PfHsp40 yeast 0.0, Rv3671c inh 0, Vc quorum ag -1.4, SSB-PriA inh -3, MazF activator 5, Anthrax LF prot 2 and 3CLpro inhibitor 2.
Screening O=C(NCCc1cccc(F)c1)C1CCC(=O)N(CCCc2ccccc2)C1 (stereo unspecified) returned DUSP3 inh 19, TcdB inh 1.5, Yp Topo-I inh 20, PfHsp40 yeast -0.2, Rv3671c inh -2, Vc quorum ag inactive, SSB-PriA inh -3, MazF activator -2, Anthrax LF prot 3 and 3CLpro inhibitor -9.
For CCn1c(SCC(=O)Nc2ccc3c(c2)OCO3)nnc1C(C)C the results were DUSP3 inh 38, TcdB inh 1.0, Yp Topo-I inh 0, PfHsp40 yeast -1.0, Rv3671c inh -1, Vc quorum ag -0.3, SSB-PriA inh 1, MazF activator 11, Anthrax LF prot 2 and 3CLpro inhibitor -3.
For CCc1sc(C(=O)Nc2ccc3nc(C)sc3c2)cc1C the results were TcdB inh 0.1, Yp Topo-I inh 3, PfHsp40 yeast 14, Rv3671c inh -29, Vc quorum ag 0.1, SSB-PriA inh -4, MazF activator -10 and Anthrax LF prot 2.

Not a retest: 2 of the compounds above.
Screening Cc1ccc(C)c(-c2nc3cc(N)ccc3o2)c1 returned DUSP3 inh -5, Yp Topo-I inh -4, PfHsp40 yeast 0.4, Rv3671c inh 1, Vc quorum ag -0.2, SSB-PriA inh -16, MazF activator 6, Anthrax LF prot -5 and 3CLpro inhibitor -3.
`COc1ccc(/C=N/NC(=O)COc2ccccc2-c2ccccc2)cc1` gave DUSP3 inh -2, TcdB inh 2.3, Yp Topo-I inh 31, PfHsp40 yeast 4.3, Rv3671c inh -14, Vc quorum ag inactive, MazF activator -5, Anthrax LF prot 3 and 3CLpro inhibitor 9.

Later entries.
For Cc1nnsc1NC(=O)OCC(C)(C)C the results were DUSP3 inh 25, Yp Topo-I inh -5, PfHsp40 yeast -2.3, Rv3671c inh 5, Vc quorum ag -0.5, SSB-PriA inh -14, MazF activator 4, Anthrax LF prot -2 and 3CLpro inhibitor -3.
`CCN(CC)C(=O)CSc1ncnc2sc(C)c(C)c12` gave DUSP3 inh 13, TcdB inh 2.0, Yp Topo-I inh 8, PfHsp40 yeast 0.8, Rv3671c inh -6, Vc quorum ag 1.6, SSB-PriA inh -18, MazF activator 7, Anthrax LF prot -11 and 3CLpro inhibitor -3.
CSc1nc(C)cc(Oc2ccccc2)n1 was read as DUSP3 inh 21, TcdB inh 2.2, Yp Topo-I inh 12, PfHsp40 yeast 0.6, Rv3671c inh 8, Vc quorum ag -1.0, SSB-PriA inh -7, MazF activator 1, Anthrax LF prot -2 and 3CLpro inhibitor 3.
`CN(CC(=O)Nc1ccc(F)c(F)c1F)C(=O)c1ccc2c(c1)S(=O)(=O)N=C1CCCCCN12` gave TcdB inh 2.0, Yp Topo-I inh -2, PfHsp40 yeast 0.3, Rv3671c inh 2, Vc quorum ag 0.0, SSB-PriA inh -8, MazF activator 6 and Anthrax LF prot 7.
COCCNC(=O)C(C)N(c1ccc(OC)cc1)S(C)(=O)=O (stereo unspecified) was read as DUSP3 inh 9, Yp Topo-I inh 2, PfHsp40 yeast 0.5, Rv3671c inh -3, Vc quorum ag -0.6, SSB-PriA inh 9, MazF activator 1, Anthrax LF prot 4 and 3CLpro inhibitor -1.
Screening CCC(=O)NCCc1nc2cc(NC(=O)c3ccco3)ccc2n1C returned DUSP3 inh 24, TcdB inh 0.4, Yp Topo-I inh 9, PfHsp40 yeast 0.1, Rv3671c inh -5, Vc quorum ag -0.3, SSB-PriA inh 0, MazF activator 7, Anthrax LF prot 1 and 3CLpro inhibitor -4.
For COc1ccc2cc(C(=O)N/N=C/c3cc(OC)c(OC)c(OC)c3)[nH]c2c1 the results were DUSP3 inh -11, TcdB inh 0.8, Yp Topo-I inh 5, PfHsp40 yeast 4.7, Rv3671c inh 0, Vc quorum ag -1.4, MazF activator 10, Anthrax LF prot 1 and 3CLpro inhibitor 1.
For COc1cc(CN2CCC(N3CCC(C(=O)N4CCCC4)CC3)CC2)cc2c1OCO2 the results were DUSP3 inh 0, TcdB inh -0.8, Yp Topo-I inh -6, PfHsp40 yeast 0.1, Rv3671c inh -9, Vc quorum ag -0.3, SSB-PriA inh 2, MazF activator 0, Anthrax LF prot -9 and 3CLpro inhibitor 1.
`COc1ccc(-c2ccc3oc(-c4ccc(OC)cc4)c(C#CCCO)c3c2)cc1` gave TcdB inh 1.3, Yp Topo-I inh 6, PfHsp40 yeast 0.7, Rv3671c inh -2, Vc quorum ag inactive, SSB-PriA inh 6, MazF activator -5 and Anthrax LF prot 2.
O=C(Cc1ccccc1)N1CCN(c2ccccc2F)CC1 was read as DUSP3 inh 15, TcdB inh 0.1, Yp Topo-I inh -3, PfHsp40 yeast 1.9, Rv3671c inh 3, Vc quorum ag -0.8, SSB-PriA inh -15, MazF activator 1, Anthrax LF prot 0 and 3CLpro inhibitor 2.
`O=Cc1cn(CC(=O)N2CCCc3ccccc32)c2ccccc12` gave DUSP3 inh 9, Yp Topo-I inh -3, PfHsp40 yeast -0.2, Rv3671c inh 6, Vc quorum ag 0.7, SSB-PriA inh -10, MazF activator -5, Anthrax LF prot -1 and 3CLpro inhibitor -3.
`CCOc1ccc(CC(=O)Nc2sc(Cc3ccccc3)cc2C(N)=O)cc1OCC` gave DUSP3 inh 23, TcdB inh 0.3, Yp Topo-I inh 4, PfHsp40 yeast -1.9, Rv3671c inh -2, Vc quorum ag -1.0, SSB-PriA inh -3, MazF activator -6, Anthrax LF prot -2 and 3CLpro inhibitor 1.
Screening COc1ccc(-c2c(C)cc3oc(=O)cc(-c4ccccc4)c3c2C)cc1F returned TcdB inh 0.5, Yp Topo-I inh 10, PfHsp40 yeast -1.5, Vc quorum ag 5.8, SSB-PriA inh -1, MazF activator -3 and Anthrax LF prot -1.
